Compound activity deposited in PubChem BioAssay by National Center for Advancing Translational Sciences (NCATS).
IMPase Li inh – qHTS Assay for Identifying the Cell-Membrane Permeable IMPase Inhibitors: Potentiation with Lithium | AID 1457, 2008 | CHO-M1 cells, IP1 TR-FRET (IP-One), carbachol + lithium | Potency, µM (doses to about 59.4 µM), for inactives: at the top dose activity, negative = IMPase inhibition, most hits filed as inhibitors | hit rate 0.35% among 210,000;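 also: IP1 builds up when IMPase is blocked and the TR-FRET signal falls; plate controls were basal vehicle for no effect and high inhibitor control for full effect; nearly all actives have a fitted effect of over 50% in size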
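Concentration–response in CHO-M1 cells, lithium-potentiated; 30 min at 37C. IP1 detected by competitive TR-FRET after 10 min lysis at RT. Hill-fitted AC50.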
aGlu spleen mod – qHTS Assay for Inhibitors and Activators of Human alpha-Glucosidase From Spleen Homogenate | Lysosomal alpha-glucosidase (Homo sapiens), P10253 | human spleen homogenate, 4-MU-alpha-glucoside fluorescence | Potency, µM (doses to about 79.9 µM), inactives show at the top dose activity change, negative = inhibition, usual class: inhibitors | hit rate 0.006% among 240,000 | AID 2112, 2009;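 also: 0% = enzyme with vehicle and -100% = no enzyme basal signal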
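Enzyme source: human spleen homogenate, 1 ug/well. Buffer 50 mM citric acid/K phosphate pH 5.0, 0.01% Tween-20. 4-MU-alpha-glucoside 1 mM; 37 C x 40 min; NaOH/glycine stop; fluorescence.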
GAA glycogen – qHTS Assay for Inhibitors and Activators of Human alpha-Glucosidase Cleavage of Glycogen | Lysosomal alpha-glucosidase (Homo sapiens), P10253 | recombinant GAA, glycogen substrate, Amplex Red glucose oxidase fluorescence | Potency, µM (highest dose often 76.4 µM), without a hit: top-dose activity change, negative = inhibition, usual class: inhibitors | hit rate 0.38% among 300,000 | AID 2100, 2009;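 also: 0% = full enzyme reaction and -100% = no-enzyme basal signal; the screen sought inhibitors and activators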
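Natural-substrate format: glycogen cleavage by 4 nM human enzyme, glucose read by Amplex Red coupling (Ex 573, Em 610 nm). Normalized to enzyme and no-enzyme controls.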
RGS12 GoLoco inh – qHTS Assay for Inhibitors of RGS12 GoLoco Motif Activity (Red Fluorophore). Guanine nucleotide-binding protein G(i) subunit alpha-1 (Homo sapiens), P63096. Gai1:RGS12 GoLoco peptide FP, rhodamine, 10 min. Potency, µM (doses to about 61.6 µM), inactives show top-dose activity, negative = inhibition, hits mostly inhibitors. hit rate 0.44% among 230,000; active = well fitted inhibition curve with a large enough effect, not every such curve was filed as active; inactive = no such curve, though single readings can be large or run the other way; also: % is scaled to controls: 0 for no effect and ±100 for the full control effect; nearly all actives have a fitted effect of over 30% in size; many of its hits are not listed in these tables
Target sequence (P63096 whole entry, looked up): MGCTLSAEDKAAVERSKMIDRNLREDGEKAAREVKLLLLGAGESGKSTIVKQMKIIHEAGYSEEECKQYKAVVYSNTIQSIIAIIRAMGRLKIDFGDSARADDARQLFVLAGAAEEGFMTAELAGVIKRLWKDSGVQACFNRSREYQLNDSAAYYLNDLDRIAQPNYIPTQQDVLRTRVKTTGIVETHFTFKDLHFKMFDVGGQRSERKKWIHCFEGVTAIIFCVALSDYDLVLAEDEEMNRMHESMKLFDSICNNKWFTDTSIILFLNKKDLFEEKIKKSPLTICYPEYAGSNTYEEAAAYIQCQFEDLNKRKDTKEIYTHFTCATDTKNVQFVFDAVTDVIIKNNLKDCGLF
HttQ103 aggreg – qHTS Multiplex Assay to Identify Dual Action Probes in a Cell Model of Huntington: Aggregate Formation (GFP); PC12 HttQ103-GFP aggregates, Acumen cytometry, 40 h; Potency, µM (titrated, usually from 46.1 µM), without a hit: top-dose activity change, negative = inhibition, hits mostly inhibitors; hit rate 1.1% among 220,000; AID 1688, 2009; also: % is scaled to controls: 0 for no effect and ±100 for the full control effect; nearly all actives have a fitted effect of over 60% in size
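PC12 cells with ecdysone-inducible HTT exon1 Q103-GFP, induced by 100 nM tebufenozide, given compounds in a concentration series. GFP aggregates (1–25 um, 6 SD above background) counted in lysates by laser-scanning cytometry, 488 nm excitation.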
HTT ATP protect – qHTS Multiplex Assay to Identify Dual Action Probes in a Cell Model of Huntington: Cytoprotection (ATP) | hit rate 0.14% among 230,000 | Potency, µM (top dose mostly 56.4 µM), without a hit: cytoprotection (ATP increase), most hits filed as activators | PC12 HTT-Q103 induced, cytoprotection, ATP luminescence, 40 h | AID 1471, 2008;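 also: % of control where 0% means no effect; nearly all actives have a fitted effect of over 45% in size; toxic huntingtin expression switched on by the ecdysone agonist tebufenozide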
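Quantitative HTS on tebufenozide-induced (100 nM) PC12 cells expressing HTTQ103 exon 1–GFP; compounds tested as a concentration series; survival measured via cellular ATP.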
GAA inh – qHTS Assay for Inhibitors of Human alpha-Glucosidase as a Potential Chaperone Treatment of Pompe Disease. hit rate 0.005% among 200,000. Potency, µM (doses to about 76.9 µM), without a hit: top-dose activity change, negative = inhibition, hits mostly inhibitors. purified human GAA, 4-MU-alpha-glucoside fluorescence. Lysosomal alpha-glucosidase (Homo sapiens), P10253;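 also: plate controls were uninhibited enzyme wells for no effect and no-enzyme background for full effect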
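Fluorogenic assay: 4 nM human alpha-glucosidase with 400 uM 4-methylumbelliferyl-alpha-D-pyranoside in 50 mM citrate/phosphate, 0.005% Tween-20, pH 5.0, 20 min at room temperature. Compounds tested up to 77 uM; AC50 from Hill fits.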
* marks the source's active call; other numbers are inactive results; ? = inconclusive; / = not tested or not shown; & = joins results of further samples; [ ] = remark or other dose. Unless noted, calls follow the shape of the dose curve; as a rule, active = well fitted curve in the direction sought with a large enough effect; inconclusive = small, poorly fitted or top-dose-only effect, or another doubt; inactive = no such curve, though single readings can be large; an effect the other way counts as inactive or inconclusive. Potency is read from the fitted curve at half-maximal effect.

SMILES	IMPase Li inh	aGlu spleen mod	GAA glycogen	RGS12 GoLoco inh	HttQ103 aggreg	HTT ATP protect	GAA inh
CC1CN(c2nc3c(c(=O)n(Cc4ccc(Cl)cc4)c(=O)n3C)n2C)CC(C)O1 (configuration not stated)	-4%[38.3 µM]	-20%	-2%	0%	-10%	-20%	-11%
CCOc1ccccc1NC(=O)c1ccccc1N(C)S(C)(=O)=O	1%[38.3 µM]	-5%	-9%	9%	-3%	-4%[0.074 µM]	-13%
CCn1c(=O)c(NC(=O)c2ccccc2)c2n(c1=S)CCCCC2	15%[38.3 µM]	2%	0%	1%	17%	-6%	-6%
Cc1nc(NCCO)c2nc(-c3ccccc3)n(CCCN(C)C)c2n1	-8%	-2%	/	5%	/	-46%[inhibitor]	/
Cc1[nH]c(=O)[nH]c(=O)c1Cc1cccc2ccccc12	-7%	5%	7%	0%	-2%	/	0%
Cc1ccc(S(=O)(=O)NCC(=O)N(CC(=O)NC(C)(C)C)Cc2cccs2)cc1	28%[38.3 µM]	-4%	9%	-32%	30%	2%	-12%
CC(C)Oc1ccc(C(=O)NC(=S)Nc2ccc(CN3CCOCC3)cc2)cc1	10%	2%	7%	-1%	13%	-8%[10 µM]	-6%
Cn1cc(C(=O)NCc2cccs2)c(=O)c2cc(S(=O)(=O)N3CCCC3)ccc21	-6%	1%	-1%	-2%	11%	/	0%
Cc1ccccc1-c1nnc(-c2ccc(Cl)cc2)o1	4%[38.3 µM]	-1%	-5%	-23%	19%[1.84 µM]	-4%	3%
COc1ccc(S(=O)(=O)CCC(=O)NCCc2ccc(C)cc2)cc1	-2%[38.3 µM]	-22%	2%	0%	-8%	4%	1%
C[C@H](N)[C@H](O)c1cccc(O)c1	21%	-8%[29.1 µM]	/	4%[21.6 µM]	14%[20.6 µM]	-45%[inhibitor][17.1 µM]	/
CCOc1ccccc1C(=O)NC1CCN(Cc2nnnn2C2CCCC2)CC1	-2%[38.3 µM]	-3%	2%	2%	-3%	-8%[10 µM]	-17%
OC(CSc1ccccc1Cl)CN1CCN(c2ccc(F)cc2)CC1 (configuration not stated)	-3%[38.3 µM]	3%	-3%	1%	7%	-13%[10 µM]	-3%
O=C(C[n+]1cc(-c2ccc(Cl)c(Cl)c2)n2c1CCC2)c1cccs1	/	3%	-14%	6%	1%[9.22 µM]	13%[10 µM]	/
CCOc1ccccc1NC(=O)CN(C)S(=O)(=O)c1ccc(OC)c(C)c1	47%[activator][38.3 µM]	-6%	-6%	6%	-16%	-9%[10 µM]	?
Cc1cc(N2CCC(N(C)C3CCCC3)CC2)nc2cc(O)ccc12	31%[activator][38.3 µM]	6%	12%	-1%	-23%	7%[10 µM]	?
O=C(CNC(=O)c1ccccc1)OCC(=O)N1N=C(c2ccc(Cl)cc2)CC1c1ccco1 (configuration not stated)	5%	/	-22%	3%	-21%	-15%	-8%
COCc1cc(CN2CCCC(CNC(=O)c3ccc(F)cc3)C2)ccc1OC (configuration not stated)	10%	-4%	-17%	-7%	10%[9.22 µM]	-2%[10 µM]	/
CC1=CC(C)(C)NC(=S)N1c1cccc(C)c1	-3%[38.3 µM]	10%	-5%	8%	-3%	11%	1%
O=C(Cn1c(=O)c2c(ncn2Cc2ccccc2)n(Cc2ccccc2)c1=O)N1CCc2ccccc21	30%[activator][38.3 µM]	-1%	-2%	-9%	-7%	25%	-6%
CC1CCN(Cc2ccc(-c3nn[nH]n3)cc2)CC1	1%	10%	3%	3%	2%	13%[10 µM]	-9%
CCOC(=O)C1CCCN(C(=S)NC2CCCC2)C1 (configuration not stated)	3%	-9%	3%	6%	10%[9.22 µM]	-27%	1%
c1ccc2c(NCCN3CCOCC3)nc(-c3ccc4c(c3)OCO4)nc2c1	15%	6%	/	11%	/	-63%[inhibitor]	/
COc1cc(S(=O)(=O)N2CCN(Cc3ccc4c(c3)OCO4)CC2)c(C)cc1C	11%	-4%	5%	-4%	?	-24%[10 µM]	-7%
CC(C)C(=O)NC(=S)Nc1ccccn1	/	1%	2%	/	-12%	-4%	-9%

3 entries from above, as labelled records:
SMILES: CCOc1ccccc1C(=O)NC1CCN(Cc2nnnn2C2CCCC2)CC1
  IMPase Li inh = -2%[38.3 µM]	aGlu spleen mod = -3%	GAA glycogen = 2%	RGS12 GoLoco inh = 2%	HttQ103 aggreg = -3%	HTT ATP protect = -8%[10 µM]	GAA inh = -17%

SMILES: OC(CSc1ccccc1Cl)CN1CCN(c2ccc(F)cc2)CC1 (configuration not stated)
  IMPase Li inh = -3%[38.3 µM]	aGlu spleen mod = 3%	GAA glycogen = -3%	RGS12 GoLoco inh = 1%	HttQ103 aggreg = 7%	HTT ATP protect = -13%[10 µM]	GAA inh = -3%

SMILES: O=C(C[n+]1cc(-c2ccc(Cl)c(Cl)c2)n2c1CCC2)c1cccs1
  IMPase Li inh = /	aGlu spleen mod = 3%	GAA glycogen = -14%	RGS12 GoLoco inh = 6%	HttQ103 aggreg = 1%[9.22 µM]	HTT ATP protect = 13%[10 µM]	GAA inh = /

Other results:
SMILES	IMPase Li inh	aGlu spleen mod	GAA glycogen	RGS12 GoLoco inh	HttQ103 aggreg	HTT ATP protect	GAA inh
CC(C)(C)c1csc(N/N=C/c2cccnc2)n1	0%	-18%	?	8%	-13%	-48%[inhibitor]	-8%
O=C(Nc1cccc(-c2nc3ccccc3[nH]2)c1)c1ccc(C(=O)Nc2cccc(-c3nc4ccccc4[nH]3)c2)cc1	/	1%	-20%	50%[activator]	29%[9.22 µM]	12%[10 µM]	/
Cc1nc2ccccn2c1C(=O)CSc1ccccc1Cl	6%[38.3 µM]	-12%	2%	-5%	-25%	-61%[inhibitor]	1%
Cc1ccc(C)c(N2CCN(C(=O)CCCOc3cc(=O)n(C)c4ccccc34)CC2)c1	15%[38.3 µM]	-4%	-4%	1%	0%	-61%[inhibitor]	-8%
CCCCCCCCC(=O)NC(NC(=S)N1CCOCC1)C(Cl)(Cl)Cl (configuration not stated)	6%	-19%	-11%	8%	?	15%[10 µM]	-5%
O=C(O)c1ccccn1	/	/	/	3%	7%	4%	/
Cc1cccc(Nc2nc(NCC3CCCO3)nc(N)c2[N+](=O)[O-])c1 (configuration not stated)	16%	4%	11%	-9%	28%	27%[10 µM]	2%
CC(C)(C)c1ccc(C(=O)CSc2ncn[nH]2)cc1	18%[38.3 µM]	0%	1%	-9%	5%	7%[10 µM]	-4%
COc1ccc(-c2cc(O)cc(O)c2)cc1	-2%	-10%	-7%	6%	-14%	-13%[10 µM]	0%
Cc1c(C=O)c(C=O)c(C)n1Cc1ccccc1	42%[38.3 µM]	5%	-7%	1%	-18%	-55%[inhibitor]	2%
COc1ccccc1/C=N/NC(=O)Cn1cnc([N+](=O)[O-])n1	-2%	3%	3%	7%	13%	-20%	-2%
C/C=C(\C)C(=O)NNC(=O)c1sc(-c2ccccc2)nc1C	/	-3%	-9%	1%	0%[9.22 µM]	-1%[10 µM]	4%
Cc1noc(NC(=O)c2ccccc2Cl)c1C#N	5%[38.3 µM]	-3%	3%	-2%	4%	-1%[10 µM]	-8%
CCOC(=O)c1nn(-c2ccccc2)c(C#N)c1N	-8%	2%	-6%	19%	-12%[9.22 µM]	-22%	?
CCN(CC)S(=O)(=O)c1cccc(-c2nn(-c3ccccc3)cc2/C=C(\C#N)C(=O)NCc2ccco2)c1	5%	2%	8%	8%	-2%	-19%[10 µM]	-1%
Cc1noc(C)c1C(=O)N1CCC2(CCCN(c3ccccn3)C2)CC1	14%	-14%	/	1%	/	?	/
CC(NCc1ccc(S(N)(=O)=O)cc1)C(=O)Nc1ccc([N+](=O)[O-])cc1Cl (configuration not stated)	8%	-13%	4%	1%	6%	/	-4%
CNC(=O)NC(=O)Cn1nc2n(c1=O)-c1ccccc1SC2	/	-3%	5%	4%	-8%[9.22 µM]	15%[10 µM]	/
COC(=O)[C@@H]1[C@@H]2C[C@H]3c4[nH]c5ccccc5c4CCN3C[C@@H]2CC[C@@H]1O	2%&7%&9%&0%&4%&-5%	7%	/	5%[14.2 µM]	1%	?	/
CCN(CC)C(=O)CSc1nnc(-c2cccnc2)n1CCc1ccccc1	-17%[38.3 µM]	6%	0%	16%	-8%	9%[10 µM]	-14%
O=C(CNCCC1=CCCCC1)Nc1ccccc1N1CCCCCC1	/	-2%	?	-11%	-22%[9.22 µM]	2%[10 µM]	/
CCOc1ccc(NC(=O)C2CCCN(S(=O)(=O)c3c(C)nn(C)c3C)C2)cc1 (configuration not stated)	11%[38.3 µM]	-5%	-7%	1%	-11%	21%	-3%
O=C(CNC(=O)c1ccccc1F)N/N=C/c1cc(Br)ccc1OC(=O)/C=C/c1ccco1	-7%	-4%	-3%	9%	10µM*	/	7%
O=C(CSc1nc(COc2ccccc2)nc2ccccc12)NC1CCCC1	2%	1%	9%	0%	-19%[9.22 µM]	-27%[10 µM]	10%
COc1cc2c(cc1OC)C(=O)CC(C)S2 (configuration not stated)	-13%[38.3 µM]	-2%	2%	10%	-4%	-13%	9%

More structures:
SMILES	IMPase Li inh	aGlu spleen mod	GAA glycogen	RGS12 GoLoco inh	HttQ103 aggreg	HTT ATP protect	GAA inh
O=C(NNc1ccccc1)/C(=C\c1cccnc1)NC(=O)c1ccccc1	/	0%	?	4%	4%[9.22 µM]	5%[10 µM]	/
CCOc1ccc(NC(=S)N2CCN(CCN3C(=O)c4cccc5cccc(c45)C3=O)CC2)cc1	-4%	-2%	-17%	11%	-7%	-5%[10 µM]	-3%
CC(=O)Nc1ccc(Oc2cc(N)cc([N+](=O)[O-])c2)cc1	-3%	2%	6%	-11%	2%	-8%	-14%
CCOC(=O)C1CCC(CN(Cc2ccccc2)S(=O)(=O)c2ccc([N+](=O)[O-])cc2)CC1 (configuration not stated)	9%	1%	-3%	0%	2%	5%[10 µM]	-8%
CCOC(=O)C1=C(C)NC(c2cccs2)C(=O)N1 (configuration not stated)	2%	-5%	0%	-5%	1%	/	7%
CC1CC(C)CN(C(=O)COC(=O)c2cccc([N+](=O)[O-])c2)C1 (configuration not stated)	-9%	5%	-1%	-12%	4%	-18%	-3%
COc1ccc2c(c1)O[C@@H](c1cccc(C(F)(F)F)c1)[C@H](OC(=O)NCc1ccc3c(c1)OCO3)C2=O	18%	-2%	/	3%	/	?	/

Not all compounds are listed; rates above refer to the full screens.
